Compound activity from PubChem.
PhoP GFP inhibition = Inhibition of PhoP regulon, Salmonella typhi GFP reporter cells, confirmation, 4 h (AID 1850); one-dose inhibition, % at 50 µM; IC50 in µM for titrated hits; Salmonella Typhi PhoP-promoter GFP reporter, fluorescence, 4 h; higher % means a stronger effect; 310,000 tested, 0.33% active; in the data active means a potency from the dose series; inconclusive means inhibition mostly from about 25% at the one dose, without a potency; inactive means the rest, 99 in 100 with inhibition below about 19%;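 further: 0% = induced wells with vehicle and 100% = uninduced wells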
tuberculosis growth = growth inhibition of non-replicating M. tuberculosis (AID 488890). Mycobacterium tuberculosis non-replicating, growth inhibition; higher % means a stronger effect. inhibition, % at 25 µM; hits with a dose series show IC50 in µM. 320,000 tested, 0.39% active; in the data active means a potency from the dose series; inconclusive means inhibition mostly from about 82% at the one dose, without a potency; inactive means the rest, 99 in 100 with inhibition below about 76%;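 further: plate controls were DMSO cells for no effect and high antibiotic wells for full effect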
inhibitors of VEEV = inhibitors of VEEV TC-83 cytopathic effect, confirmation, Vero cells (AID 588727); Vero cells, VEEV TC-83 cytopathic effect inhibition; higher % means a stronger effect; inhibition, % at 20 µM; hits with a dose series show IC50 in µM; 350,000 tested, 0.13% active; in the data active means a potency from the dose series; inconclusive means inhibition mostly from about 14% at the one dose, without a potency; inactive means the rest, 99 in 100 with inhibition below about 12%; further: strong numbers were not always called active
influenza NS1A = H1N1 influenza NS1A inhibitors, functional cell based assay (AID 504329); NS1A functional cell-based assay, percent inhibition; higher % means a stronger effect; one-dose inhibition, % at 12.5 µM; IC50 in µM for titrated hits; 340,000 tested, 0.3% active; in the data active means a potency from the dose series; inconclusive means inhibition above about 27% without an active follow-up result; further: strong numbers were not always called active
M. tuberculosis HTS = M. tuberculosis growth inhibition, HTS (AID 449762); M. tuberculosis H37Rv growth inhibition, 7H9 media; higher % means a stronger effect; 330,000 tested, 0.59% active; one-dose inhibition, % at 25 µM; IC50 in µM for titrated hits; in the data active means a potency from the dose series; inconclusive means inhibition above about 70% without an active follow-up result;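 further: bacterial growth assessed after seven days of incubation; strong numbers were not always called active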
inhibitors of VEEV 10K pilot screen = further read-out of inhibitors of VEEV, marked with its call; inhibition, %; measured here: 10K pilot screen inhibition
Numbers without * were called inactive; i = inactive; ? = inconclusive; / = not tested or not shown. Random draw from the library; any-hit rate near 1.5%.

SMILES	PhoP GFP inhibition	tuberculosis growth	inhibitors of VEEV	influenza NS1A	M. tuberculosis HTS	others
Fc1ccc(C2=Nn3c(Cc4ccccc4F)nnc3SC2)cc1	12%	5%	4.0%	9%	0%
Cc1noc(C)c1CSCC(=O)N1CCN(c2ccc(F)cc2)CC1	13%	-2%	0.7%	4%	-6%
O=C(NC1=NCCS1)c1sc2ccccc2c1Cl	-9%	?	i	-12%	6%
CN1CCN(S(=O)(=O)c2cccc(C(=O)N(c3ccccn3)C3CCCCC3)c2)CC1	-6%	-8%	i	7%	1%
NC(=O)CC(NC(=O)c1ccccc1)c1ccc(N2CCN(c3ccccc3)CC2)c([N+](=O)[O-])c1 (stereo not given)	1%	7%	2.5%	-7%	-1%
C=CCN(CC(=O)c1sc(C(=O)OCC)nc1C)c1cccc(Br)c1	-3%	?	0.4%	8%	19µM*
COC(=O)c1ccc(C(C2C(=O)CC(C)(C)CC2=O)C2C(=O)CC(C)(C)CC2=O)cc1	2%	?	i	-9%	7%
COc1cc(OC)cc(C(=O)NCCCn2ccnc2)c1	3%	-3%	0.6%	-2%	7%
COC(=O)c1sc(N2C(=O)C(O)=C(C(=O)c3ccc(C)o3)C2c2cc(OC)ccc2OC)nc1C (stereo not given)	-5%	55%	13%	-9%	-16%
COc1ccccc1-c1sc2ccccc2c1-c1ccc(O)cc1	/	-1%	8.4%	-3%	7%

Retrieved one by one from the entries so far (six):
SMILES	PhoP GFP inhibition	tuberculosis growth	inhibitors of VEEV	influenza NS1A	M. tuberculosis HTS	others
C=CCN(CC(=O)c1sc(C(=O)OCC)nc1C)c1cccc(Br)c1	-3%	?	0.4%	8%	19µM*
CN1CCN(S(=O)(=O)c2cccc(C(=O)N(c3ccccn3)C3CCCCC3)c2)CC1	-6%	-8%	i	7%	1%
COc1ccccc1-c1sc2ccccc2c1-c1ccc(O)cc1	/	-1%	8.4%	-3%	7%
NC(=O)CC(NC(=O)c1ccccc1)c1ccc(N2CCN(c3ccccc3)CC2)c([N+](=O)[O-])c1 (stereo not given)	1%	7%	2.5%	-7%	-1%
Cc1noc(C)c1CSCC(=O)N1CCN(c2ccc(F)cc2)CC1	13%	-2%	0.7%	4%	-6%
Fc1ccc(C2=Nn3c(Cc4ccccc4F)nnc3SC2)cc1	12%	5%	4.0%	9%	0%

Additional results.
SMILES	PhoP GFP inhibition	tuberculosis growth	inhibitors of VEEV	influenza NS1A	M. tuberculosis HTS	others
Cc1cc(C)n(S(=O)(=O)/C=C/c2ccccc2)n1	7%	?	?	-3%	45%
CCn1c(COc2ccccc2C)nnc1SCC(=O)NCc1ccccc1	-7%	9%	2.4%	-2%	-1%
CN(CCO)S(=O)(=O)c1ccc2c(c1)C(=NN)c1cc(S(=O)(=O)N(C)CCO)ccc1-2	-1%	2%	0.9%	-6%	2%
Cc1c(C(=O)OCC(=O)Nc2c(C)n(C)n(-c3ccccc3)c2=O)oc2ccccc12	-3%	-5%	1.1%	6%	-16%
Cc1cc(C)c2c(SC(C)C)nc(N)nc2n1	-11%	0%	1.1%	2%	1%
CC(=O)Oc1ccc(N(C(C)=O)S(=O)(=O)c2cccs2)c2ccccc12	9%	i	i	6%	3%
C[C@@H]1NS(=O)(=O)[C@H]2C[C@@H]3C=C[C@]2(O3)[C@H]1OC(=O)c1ccccc1Br	/	21%	0.4%	2%	-18%
COc1ccc(-n2c(SCC(=O)Nc3ccccc3)nc3c(c2=O)SCC3)cc1	/	30%	0.2%	11%	-1%
Cc1ccc(-c2nn(-c3cccc(F)c3)cc2CNCCc2ccncc2)o1	1%	17%	2.7%	19%	2%
COc1ccc(NC2=NC(=S)N(c3ccc(C)cc3)C23CCCCC3)cc1	-11%	1%	0.2%	1%	-11%

Reprinted from the part before: 2 compounds, then new ones.
SMILES	PhoP GFP inhibition	tuberculosis growth	inhibitors of VEEV	influenza NS1A	M. tuberculosis HTS	others
Cc1ccc(-c2nn(-c3cccc(F)c3)cc2CNCCc2ccncc2)o1	1%	17%	2.7%	19%	2%
COc1ccc(NC2=NC(=S)N(c3ccc(C)cc3)C23CCCCC3)cc1	-11%	1%	0.2%	1%	-11%
CCN(CC)C(=O)c1sc(N)c(C(=O)OC(C)C)c1C	-2%	29%	4.1%	10%	4%
C1CCC(c2nn3c(-c4n[nH]c5c4CCC5)nnc3s2)CC1	6%	23%	6.3%	5%	4%
S=c1nc(SCc2ccccc2)[nH]c2ccccc12	-11%	0%	4.7%	-4%	34%	inhibitors of VEEV 10K pilot screen=1.7
O=C(Cn1cnc(Cl)c1Cl)c1ccccc1	2%	-2%	0.7%	2%	9%
CCOc1ccc(-n2c(C)c(C(C)=O)c3cc(O)ccc32)cc1	-13%	11%	4.0%	-4%	-3%
C=C1C(=O)[C@@]23[C@H](O)C[C@@H]4C(C)(C)CC[C@H](O)[C@@]4(C)[C@@H]2CC[C@@H]1[C@H]3O	3%	?	i	2%	3µM*
O=C(NCc1ccncc1)c1cccc(S(=O)(=O)Nc2ccc(SC(F)F)cc2)c1	8%	1%	1.4%	-8%	0%
COc1ccc(CNCCS(=O)(=O)NCc2ccc(OC)cc2)cc1	/	/	0.2%	6%	/
CCOc1ccc(C(=O)Nc2ccc3c(c2)C(=O)NC3=O)cc1	/	0%	0.1%	-5%	-8%
CNS(=O)(=O)c1cccc(C(=O)Nc2cccnc2)c1	5%	-16%	0.5%	-16%	-3%
O=C1CCN(Cc2ccccc2)S(=O)(=O)c2ccc(C(F)(F)F)cc21	/	16%	i	-8%	-6%
Cc1ccc(S(=O)(=O)N2CCOC2CNC(=O)C(=O)NCCc2ccccc2)cc1 (stereo not given)	5%	10%	1.4%	9%	-4%
Cc1ccc(C)c(C(=O)NC2CC(C)(C)NC(C)(C)C2)c1	-8%	-1%	i	8%	-8%	inhibitors of VEEV 10K pilot screen=0.0
Cc1ccc(C(=O)C(C)OC(=O)CN2C(=O)NC3(CCCC3)C2=O)cc1 (stereo not given)	10%	8%	2.0%	-11%	-7%
Cc1ccc(C(=O)/C=C/c2ccc3c(c2)OCO3)o1	7%	29%	1.8%	8%	2%
CC(C)c1nc(SCC(=O)Nc2ccc3c(c2)OCO3)n[nH]1	-1%	-1%	0.3%	2%	?
CCn1ccnc1C(O)c1ccc(N(C)C)cc1 (stereo not given)	-7%	13%	3.5%	2%	12%
CCc1c(C)nc(N)nc1N1N=C1SC	4%	-1%	2.2%	-12%	-8%
O=C(c1ccccc1)N1CCN(c2ccc([N+](=O)[O-])c(NCc3cccnc3)c2)CC1	3%	25%	8.7%	-8%	0%
CC(=O)C1=C(O)C(=O)N(CCC(=O)O)C1c1ccccc1[N+](=O)[O-] (stereo not given)	12%	-5%	1.8%	-13%	-3%
O=[N+]([O-])c1cc(-c2n[nH]c(-c3ccccc3)n2)cc([N+](=O)[O-])c1	-5%	-16%	0.8%	9%	?
COC(=O)C(=Cc1ccc(OCc2ccc([N+](=O)[O-])cc2)c(OC)c1)C(=O)OC	-4%	28%	6.8%	9%	54%
COc1cccc(OC)c1/C(O)=C(\C#N)c1nc2ccccc2[nH]1	21%	17%	1.5%	9%	6%
CCOC(=O)NC(=O)CSc1nc2ccc(OCC)cc2[nH]1	3%	5%	0.9%	28%	-2%
